Assay outcomes deposited in PubChem BioAssay by several laboratories.
RmlCD inh mix: mixture blocks RmlC and RmlD coupled enzyme activity; 0.39% of 110,000 active; inhibition, % at 5.5 µM; RmlC/RmlD coupled enzyme inhibition, 384-well mixture HTS; in the data active = inhibition above about 30%, passing the limit was not always enough; also: strong numbers were not always called active
RT RNaseH block: inhibitors of HIV-1 reverse transcriptase RNase H | RT-RNase H RNA/DNA duplex cleavage, fluorescence | inhibition, % at 10 µM | 1.9% of 65,000 active | AID 565; in the data active = inhibition above about 50%
Starred values were filed as active, the others as inactive; · = no result given. Some of the compounds tested. The share of hits here may be higher or lower than overall.

Sequence of screens – RmlCD inh mix | RT RNaseH block
[1] CCCCC(=O)OCC(=O)Nc1ccc(OC(F)F)cc1
→ 7 | -9
[2] CC(O)Cn1cnc2c1c(=O)n(C)c(=O)n2C (stereo unspecified)
→ -12 | -2
[3] COc1ccc(C(C)(C)C)cc1S(=O)(=O)N1CCN(C)CC1
→ -10 | 0
[4] CC(C)C[C@H](NC(=O)c1nc[nH]c1C(=O)NCc1ccccc1)C(=O)OCc1ccccc1
→ 3 | ·
[5] Nn1c(SCc2ccccc2)nnc1-c1ccccn1
→ 5 | ·
[6] COc1ccc(-n2nnnc2SCC(=O)Nc2cccc(NC(C)=O)c2)cc1OC
→ 9 | -10
[7] COc1cccc(C(=O)NN2C(=O)C3C4C=CC(O4)C3C2=O)c1 (stereo unspecified)
→ -10 | ·
[8] COCCNC(=O)CN1C(=O)CC(C)(C)S(=O)(=O)c2ccccc21
→ 4 | 3
[9] O=C(NCc1ccc2[nH]c3c(c2c1)CCCC3)c1ccc(S(=O)(=O)N2CCCCC2)cc1
→ 7 | ·
[10] CCOC(=O)c1cn(Cc2ccccc2)c(C(=O)OC(C)(C)C)c1O
→ 9 | ·
[11] COc1cccc(C(=O)COC(=O)C(C)N2C(=O)C3C4C=CC(C4)C3C2=O)c1 (stereo unspecified)
→ -13 | ·
[12] COc1ccc(-c2cn3c(C)c(C(=O)Nc4cc(NC(C)=O)ccc4OC)sc3n2)cc1
→ 18 | 4
[13] Cn1c(Cn2c(=O)sc3ccccc32)nnc1SCC(=O)N1CCCc2ccccc21
→ 9 | -3
[14] CCCCC(=O)NCCc1cc2c(C)ccc(C)c2[nH]c1=O
→ 6 | -26
[15] CN1C2CCC1CC(OC(=O)CCN1CCCC1)C2 (stereo unspecified)
→ 8 | -5
[16] CCn1c(SCC(=O)OC2CCCCC2)nnc1-c1ccncc1
→ -11 | -2
[17] COc1cc(O)c(C(CC(=O)N2CCCC(C)C2)c2ccc(N(C)C)cc2)c(OC)c1 (stereo unspecified)
→ 10 | ·
[18] C=CCOC(=O)C1=C(C)NC(SCC)=C(C#N)C1c1ccc(Cl)cc1 (stereo unspecified)
→ 5 | ·
[19] O=C1NC(c2ccncc2)Nc2ccccc21 (stereo unspecified)
→ -8 | 4
[20] COCCN(CC(=O)NCc1ccc(F)cc1)C(=O)CCC(=O)Nc1ccccn1
→ 10 | -2
[21] O=C(c1ccc(CN2CCc3ccccc3C2)cc1)N1CCN(c2ccc(F)cc2)CC1
→ -2 | ·
[22] Nc1nc2ccc(Cl)cc2c2nc(-c3ccco3)nn12
→ -12 | ·
[23] CCOC(=O)c1c(N)nn(C(C)=O)c1-c1ccccc1
→ -15 | -8
[24] O=C(NCCO)/C(=C/c1ccc(Br)cc1)NC(=O)c1cccs1
→ 7 | ·
[25] Cc1cc(=O)oc2c(CN(C)Cc3ccccc3)c(O)ccc12
→ · | -8
[26] O=C(Cn1cccc1C(=O)c1ccccc1)NCCN1CCCCCC1
→ 10 | -7
[27] CN(C)/C=C(\C=N\OCc1ccc(Cl)cc1Cl)C(=O)Nc1ccc(Cl)c(Cl)c1
→ 4 | ·
[28] S=c1[nH]nc(-c2ccncc2)n1Cc1ccco1
→ 8 | 3
[29] CCn1c(SCc2ccccc2)nnc1-c1ccc(S(=O)(=O)N2CCCCC2)cc1
→ -14 | -8
[30] CC1=CC(C)(C)Nc2ccc(OS(=O)(=O)c3ccc(C)cc3)cc21
→ -8 | ·

Rewritten with one line to a screen: entries from further up
9) O=C(NCc1ccc2[nH]c3c(c2c1)CCCC3)c1ccc(S(=O)(=O)N2CCCCC2)cc1
19) O=C1NC(c2ccncc2)Nc2ccccc21 (stereo unspecified)
12) COc1ccc(-c2cn3c(C)c(C(=O)Nc4cc(NC(C)=O)ccc4OC)sc3n2)cc1
15) CN1C2CCC1CC(OC(=O)CCN1CCCC1)C2 (stereo unspecified)

| screen / no. | 9 | 19 | 12 | 15 |
| --- | --- | --- | --- | --- |
| RmlCD inh mix | 7 | -8 | 18 | 8 |
| RT RNaseH block | · | 4 | 4 | -5 |

Continuation:
Sequence of screens – RmlCD inh mix | RT RNaseH block
[31] COc1ccc(CCNS(=O)(=O)c2ccc(S(=O)(=O)N3CCCC3)cc2)cc1OC
→ · | -18
[32] COC(=O)c1sc2nc3c(cc2c1N)C(=O)CC(C)(C)C3
→ -12 | -11
[33] COc1ccc(OC)c(NC(=O)COC(=O)c2ccc(S(=O)(=O)N3CCOCC3)cc2)c1
→ 3 | 1
[34] CNC(C)Cc1ccccc1Sc1ccc(O)cc1 (stereo unspecified)
→ -12 | ·
[35] N#Cc1c2c(c[nH]c1=O)CCN2Cc1ccccc1
→ -9 | ·
[36] CSCSC1=C(C#N)C(c2ccc(Cl)cc2)C(C(C)=O)=C(C)N1 (stereo unspecified)
→ 7 | 61*
[37] O=C1CCCN1CCC1CCN(C2CC(=O)N(Cc3ccc(N4CCCC4=O)cc3)C2=O)CC1 (stereo unspecified)
→ -16 | 10
[38] CCOC(=O)Cn1c(=O)oc2cc(S(=O)(=O)Nc3cc(Cl)ccc3OC)ccc21
→ 10 | -24
[39] COc1ccc(CCNC(=O)CC(NS(=O)(=O)c2ccc(NC(C)=O)cc2)C(C)C)cc1OC (stereo unspecified)
→ -11 | 5
[40] Cc1cc(C)c(NC(=O)CCCN2CCN(C)CC2)c(C)c1
→ 7 | 2
[41] CCCCN1C(=O)CC(Nc2ccc(CC)cc2)C1=O (stereo unspecified)
→ 7 | -5
[42] O=C(NNC1=NCCC1)c1cccc(Br)c1
→ 19 | ·
[43] CC(C)c1[nH]c(=O)c(C#N)c2c1COC(C)(C)C2
→ -9 | ·
[44] COC(=O)Cc1cc(OC)c(OC)cc1Cc1cc(OC)c(OC)cc1CC(=O)OC
→ 31 | ·
[45] OCCNc1ncnc2c1ncn2Cc1ccccc1
→ -18 | -9
[46] Cc1ccc(C(=O)NC(=S)Nc2ccccc2C(F)(F)F)c(C)c1
→ -15 | ·
[47] Cc1nc(-c2ccccc2)sc1C(=O)/C=C/c1ccc(Cl)cc1
→ -4 | ·
[48] O=C(O)CC(C(=O)NCc1ccccc1)C1CCCO1 (stereo unspecified)
→ · | -4
[49] CCCCNC(=O)c1onc(CSc2ccc(Cl)cc2)c1C(=O)NCCCC
→ -18 | ·
[50] O=C(Nc1ccc(-c2nc3ncccc3o2)cc1)c1ccc(Br)o1
→ 14 | 29
[51] CCn1c(O)c(C=NC2CCCC2)sc1=S
→ 8 | ·
[52] COc1ccc(CN(C(=O)CSc2nnc(-c3ccc(F)cc3)o2)c2ccc(F)cc2)cc1
→ 3 | 15
[53] Cc1cc(C(=O)Nc2nc3c(C)cccc3s2)c(C)o1
→ -8 | ·
[54] CCN(CC)c1ccc2cc(-c3nnc(-c4ccccc4)o3)c(=O)oc2c1
→ -21 | ·
[55] CCN(CC)S(=O)(=O)c1cccc(C(=O)OCC(=O)c2ccc3c(c2)NC(=O)CO3)c1
→ 13 | ·
[56] CC12CCC(=O)N1C(C(=O)O)Cc1c2[nH]c2ccccc12 (stereo unspecified)
→ · | -7
[57] O=C(NCc1ccco1)c1cc2cc3ccc(Cl)cc3nc2o1
→ 11 | 66*
[58] CC(=O)Nc1cccc(NC(=O)CSc2ccc(C(F)(F)F)cc2[N+](=O)[O-])c1
→ 4 | ·
[59] Cc1[nH]n2c(=O)c(C#N)c(-c3ccccc3)nc2c1-c1ccccc1
→ -15 | -2
[60] CCOc1ccc(C(=O)CCc2nc3ccccc3s2)cc1
→ -12 | ·

Next section
Sequence of screens – RmlCD inh mix | RT RNaseH block
[61] CC1=C(C(=O)Nc2ccccc2C)C(c2ccccc2)NC(=O)N1 (stereo unspecified)
→ 24 | 1
[62] COC(=O)CC(N)c1ccc(OC)c2ccccc12 (stereo unspecified)
→ -16 | ·
[63] CC(C)Cc1nc2oc3c(Cl)ncnc3c2c2c1CCC2
→ 5 | ·
[64] N#CC(C#N)=Cc1cn(-c2ncc(C(F)(F)F)cc2Cl)c2ccccc12
→ -11 | ·
[65] COc1ccc(S(=O)(=O)NCCC(C)C)cc1OC
→ -18 | -9
[66] COC(=O)C(/C=N/OCc1ccc([N+](=O)[O-])cc1)NC(=O)c1cccc(Cl)c1 (stereo unspecified)
→ -5 | ·
[67] Cc1cc(=S)cc(C)n1CCCn1ccnc1
→ 19 | 3
[68] Cc1sc2nc(C3CC3)nc(SCC(=O)N3CCc4ccccc4C3)c2c1C
→ 2 | ·
[69] Cc1onc(-c2ccccc2Cl)c1C(=O)Nc1nc2c(s1)CCCC2
→ 1 | ·
[70] CN(Cc1c(F)cccc1Cl)c1ccc(S(=O)(=O)N2CCOCC2)cn1
→ 4 | -38
[71] O=C(CCn1c(=O)[nH]c2ccccc2c1=O)N1CCN(c2cccc(C(F)(F)F)c2)CC1
→ 2 | 0
[72] COc1ccc(C2/C=C\CN(C(=O)C3CC3)[C@H](Cc3ccccc3)C(=O)N2Cc2ccc(F)cc2)cc1 (stereo partly specified)
→ -7 | ·
[73] O=C1CSC(=Nc2ccc(O)cc2)N1c1ccc(O)cc1
→ · | 17
[74] CC(=O)c1nc(N2C(=O)CC(Cc3cccc(C)c3)C2=O)sc1C (stereo unspecified)
→ 0 | ·
[75] Cc1cccc(NC(=O)c2sc(NC(=O)c3ccco3)c(C#N)c2C)c1C
→ 6 | -12
[76] Cc1ccc(S(=O)(=O)N2CCC(C(=O)Nc3nnc(C45CC6CC(CC(C6)C4)C5)s3)CC2)cc1
→ 9 | ·
[77] CC1(C)OC(=O)N(c2ccccn2)C1(C)O (stereo unspecified)
→ -11 | -11
[78] Cc1ccc(N2CCN(CC(=O)Nc3c(C(=O)C4CC4)oc4ccccc34)CC2)cc1
→ -8 | ·
[79] COc1ccc(CNC(=O)COC(=O)c2cc(-c3cccs3)nc3ccccc23)cc1OC
→ 20 | ·
[80] O=S(=O)(CCc1ccccc1)N1CCOCC1
→ · | 0
[81] COn1c(SCC(N)=O)nc2ccccc2c1=O
→ 17 | -1
[82] CCCN(CCc1ccccc1)C1CCc2c(O)cccc2C1 (stereo unspecified)
→ -3 | ·
[83] O=C(c1ccc(CNc2c(N3CCCC3)c(=O)c2=O)cc1)N1CCc2ccccc2C1
→ 15 | -9
[84] COc1ccc(Oc2ccccc2/C=C/C(=O)O)cc1
→ -9 | ·
[85] CCOC(=O)CC(=O)CSc1nc(N)c(C#N)c(-c2ccc(F)cc2)c1C#N
→ -11 | -1
[86] COc1ccc(NC(=O)Nc2ccc(OCC(=O)N3CCOCC3)cc2)cc1OC
→ -6 | -3
[87] NC(=O)CC(NC(=O)Cc1cccc2ccccc12)c1ccc(NCc2ccccn2)c([N+](=O)[O-])c1 (stereo unspecified)
→ -8 | ·
[88] CC1Oc2ccccc2N(Cc2ccccc2F)C1=O (stereo unspecified)
→ -25 | 90*
[89] O=C(c1ccc2c(=O)n(C3CCCC3)c(=S)[nH]c2c1)N1CCN(C2CCCCC2)CC1
→ · | -10
[90] Cc1ccccc1-c1nc(CS(=O)(=O)CC(=O)N2CCc3ccccc3C2)c(C)o1
→ 10 | -54

Reformatted screen by screen: 5 of the compounds above
67) Cc1cc(=S)cc(C)n1CCCn1ccnc1
68) Cc1sc2nc(C3CC3)nc(SCC(=O)N3CCc4ccccc4C3)c2c1C
69) Cc1onc(-c2ccccc2Cl)c1C(=O)Nc1nc2c(s1)CCCC2
70) CN(Cc1c(F)cccc1Cl)c1ccc(S(=O)(=O)N2CCOCC2)cn1
71) O=C(CCn1c(=O)[nH]c2ccccc2c1=O)N1CCN(c2cccc(C(F)(F)F)c2)CC1

assay / entry	67	68	69	70	71
RmlCD inh mix	19	2	1	4	2
RT RNaseH block	3	·	·	-38	0

Remaining list, next part:
Sequence of screens – RmlCD inh mix | RT RNaseH block
[91] CCS(=O)(=O)CCSc1nc2c(cc1C#N)CCCC2
→ 6 | -67
[92] Cc1ccc(NC(=O)Cn2nc([N+](=O)[O-])c(Br)c2C)cc1C
→ -14 | ·
[93] CN(C)CCNC(=O)COc1cccc(Cl)c1
→ 2 | -1
[94] COc1ccc(F)cc1S(=O)(=O)N1CCCN(S(=O)(=O)c2cc(F)ccc2OC)CC1
→ 8 | -4
[95] COC(=O)[C@@H](NC(=O)NCc1cccs1)C(C)C
→ 8 | -5
[96] CC(=O)Nc1c(C(=O)N2CCCCCC2)cnn1-c1ccccc1
→ 1 | ·
[97] O=C(CSC1=NCCN1)NC1CCCCCC1
→ 2 | ·
[98] CCOC(=O)c1cccnc1SC(CC)C(=O)NCc1ccco1 (stereo unspecified)
→ 4 | ·
[99] CC1Cn2c(nnc2-c2ccccc2O)S1 (stereo unspecified)
→ 7 | -2
[100] CCOc1ccccc1NC=C1C(=O)OC2(CCCCC2)OC1=O
→ 6 | ·

Full records, quoted from the list. Order of screens: RmlCD inh mix | RT RNaseH block
Cc1ccc(NC(=O)Cn2nc([N+](=O)[O-])c(Br)c2C)cc1C in the list: -14 | ·
CC1Cn2c(nnc2-c2ccccc2O)S1 (stereo unspecified) in the list: 7 | -2
CN(C)CCNC(=O)COc1cccc(Cl)c1 in the list: 2 | -1
CCOc1ccccc1NC=C1C(=O)OC2(CCCCC2)OC1=O in the list: 6 | ·
CCOC(=O)c1cccnc1SC(CC)C(=O)NCc1ccco1 (stereo unspecified) in the list: 4 | ·

Copied from the list.
RmlCD inh mix, `CCOc1ccccc1NC=C1C(=O)OC2(CCCCC2)OC1=O` is entered as 6
RmlCD inh mix, `CCS(=O)(=O)CCSc1nc2c(cc1C#N)CCCC2` is entered as 6
RT RNaseH block, `CC1Cn2c(nnc2-c2ccccc2O)S1` (stereo unspecified) is entered as -2
RmlCD inh mix, `O=C(CSC1=NCCN1)NC1CCCCCC1` is entered as 2
